HIF-2a inh: blocks HIF-2a reporter activity. inhibition, % at 18.8 µM. 0.72% of 360,000 active. 786-0 RCC cells HIF-2a reporter, luciferase luminescence, overnight. AID 624352;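 active = inhibition of the luminescence signal of 40% or more relative to plate controls, in a single-dose primary screen at 18.75 µM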
Peg3 promoter: inhibitors of Peg3 promoter. 1.7% of 360,000 active. AID 588405. inhibition, % at 20 µM. HeLa PEG-Prom luciferase reporter, luminescence, overnight;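 active = inhibition of at least 50% at 20 µM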
TRPM1 prom inh: reduces MITF-dependent TRPM1 promoter luciferase signal; SK-MEL-5 TRPM1 promoter luciferase, 24 h; inhibition, % at 12.5 µM; 0.83% of 330,000 active; AID 488899;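 active = mean inhibition across replicates of 60% or more, whatever share of single replicates reaches that level; inconclusive = some that reach 60%, reason not given; inactive = mean inhibition across replicates below 60%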; also: values of inactives mirror those of a sister screen read the other way
aDG glyco act: alpha-DG glycosylation activation; Pro5-aDG cells, alpha-DG glycosylation AlphaScreen (IIH6); 0% Pro5, 100% B10-LARGE cell signal; 0.22% of 360,000 active; AID 624168; activation, % at 10 µM;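 active = activation of at least 8% versus controls, or a plate z-score of at least 8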;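 also: Pro5 are CHO cells carrying HIG-tagged alpha-DG that lacks glycosylation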
NR2E3 ag-1: NR2E3 (human) agonism. Q9Y5X4. GST-NR2E3/biotin-RetCOR TR-FRET, 1536-well. inhibition of corepressor binding, % at 4.78 µM. 0.12% of 320,000 active. AID 2300;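 active = percent inhibition above the cutoff of mean plus 3 SD of all tested compounds, set per screening campaign, cut at about 20% in these data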;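 also: 0% = DMSO wells and 100% = biotin wells as full block of FRET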
Target sequence (Q9Y5X4 whole entry, looked up): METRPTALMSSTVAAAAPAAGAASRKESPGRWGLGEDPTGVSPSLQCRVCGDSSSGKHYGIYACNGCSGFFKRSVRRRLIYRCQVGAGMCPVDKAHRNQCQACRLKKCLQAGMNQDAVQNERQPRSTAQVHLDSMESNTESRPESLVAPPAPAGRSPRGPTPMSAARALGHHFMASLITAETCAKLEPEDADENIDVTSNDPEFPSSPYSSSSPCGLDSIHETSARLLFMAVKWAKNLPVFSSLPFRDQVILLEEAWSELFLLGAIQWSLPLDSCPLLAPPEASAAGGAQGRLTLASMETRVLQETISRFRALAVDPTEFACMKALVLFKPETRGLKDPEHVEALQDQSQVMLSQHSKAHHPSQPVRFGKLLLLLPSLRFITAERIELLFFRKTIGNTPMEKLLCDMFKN
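Material: NR2E3–RetCOR corepressor complex / Amount: 1.35 nM GST-NR2E3 / Medium: Tris pH 7.5 / Compound: single nominal compound dose of 4.8 µM / Incubation: 5 h at 4 °C / Technique: TR-FRET, Eu(K)-anti-GST donor, streptavidin-D2 acceptor, ex 340, em 617/671 nm / Read-out basis: percent loss of FRET ratio relative to control wells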
NR2E3 ag-2: human photoreceptor-specific nuclear receptor agonism; Q9Y5X4; CHO-S Gal4-NCOR/VP16-NR2E3 two-hybrid, luciferase; inhibition of corepressor binding, % at 3.98 µM; 0.35% of 360,000 active; AID 602229;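 active = inhibition above the mean of all tested compounds plus 3 SD, cut at about 70% in these data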;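 also: 0% = DMSO with NR2E3 transfected cells and 100% = cells lacking NR2E3 construct; higher means lower luciferase signal from less NR2E3 corepressor binding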
hiPSC survival: enhancers of human iPSC single-cell survival; hiPSC single-cell survival, ATPlite luminescence; 100% = ROCK inhibitor wells, 0% = DMSO; AID 602274; 0.044% of 360,000 active; survival enhancement, % at 20 µM; in the data active = survival enhancement above about 18%;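 also: cells exposed to compounds for 16 hours before the ATP read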
Vif imaging: blocks HIV Vif function | 0.35% of 340,000 active | HEK293T cells, Vif self-association by quenched fluorescence, imaging, 24 h | inhibition, % at 7.49 µM; in the data active = inhibition above about 50%, passing the limit was not always enough; inconclusive = no clear call, values can overlap the other calls; inactive = below about 31%; also: some results filed as inactive read as strong as hits
CaV13 FRET inh: Disruptors of the CACNA1D IQ motif to Ca2+-dependent inactivation inhibitor domain association, primary screening, Förster resonance energy transfer in intact living …; HEK cells, CFP/YFP FRET ICDI-IQ, plate reader, 10 min; percent FRET-ratio fall versus neutral wells; inhibition, % at 12.3 µM; 0.098% of 340,000 active;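 active = mean replicate inhibition of at least 30% and at least 1% of replicates passing that level; inconclusive = only one of the two criteria is met; inactive = neither criterion is met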;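 also: 0% = median of the neutral control wells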
Exocytosis inh: blocks lytic granule exocytosis. TALL-104 LAMP-1 surface exposure, flow cytometry; cells stimulated with thapsigargin and PMA. inhibition, % at 10 µM. 0.66% of 360,000 active. AID 651702;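 active = inhibition above about 55%, limit read from the data; inconclusive = no clear call, values can overlap the other calls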
PDI turbidity: blocks human protein disulfide isomerase activity. PDI insulin aggregation turbidity, A650, 90 min. inhibition, % at 10 µM. 0.052% of 350,000 active. P07237. AID 588391;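 active = mean inhibition across replicates of 30% or more, whatever share of single replicates reach that level; inconclusive = mean inhibition below 30% while every single replicate reaches 30%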;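 also: absorbance from insulin aggregation driven by PDI reduction with DTT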
Target sequence (P07237 whole entry, looked up): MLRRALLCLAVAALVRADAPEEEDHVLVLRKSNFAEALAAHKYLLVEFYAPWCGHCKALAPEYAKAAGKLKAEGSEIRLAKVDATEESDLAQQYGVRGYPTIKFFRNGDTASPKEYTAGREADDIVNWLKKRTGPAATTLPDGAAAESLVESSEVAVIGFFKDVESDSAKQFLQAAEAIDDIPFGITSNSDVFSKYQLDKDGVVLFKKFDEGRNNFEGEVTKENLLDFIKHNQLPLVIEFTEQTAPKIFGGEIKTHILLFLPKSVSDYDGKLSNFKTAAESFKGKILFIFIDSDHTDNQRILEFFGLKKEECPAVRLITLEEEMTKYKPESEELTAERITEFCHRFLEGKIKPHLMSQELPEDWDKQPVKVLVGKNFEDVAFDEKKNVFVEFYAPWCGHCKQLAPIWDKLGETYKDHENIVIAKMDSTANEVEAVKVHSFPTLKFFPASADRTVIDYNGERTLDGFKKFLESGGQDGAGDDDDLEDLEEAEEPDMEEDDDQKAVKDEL
Numbers without * were called inactive; ? = inconclusive; nt = no result given.

SMILES	HIF-2a inh	Peg3 promoter	TRPM1 prom inh	aDG glyco act	NR2E3 ag-1	NR2E3 ag-2	hiPSC survival	Vif imaging	CaV13 FRET inh	Exocytosis inh	PDI turbidity
CCN(CC)C(=O)C(c1ccccc1)S(=O)(=O)N1CCOCC1 (stereo unspecified)	-3	0	nt	0.1	nt	-2	-0.7	24	-10	-7	-7
NC(=O)c1nn(-c2ccc(Oc3ccccc3)cc2)c(=O)cc1O	7	8	0	0.2	2	6	0.4	-6	-3	0	8
CC(=O)N(CCO)Cc1cc2cc(C)cc(C)c2[nH]c1=O	14	18	-23	-0.3	-1	11	5.5	8	nt	-1	-1
CCc1nccn1S(=O)(=O)c1cc(OC)c(Cl)cc1OC	5	6	12	-0.1	-1	0	-0.9	-9	-4	1	1
Nc1nc(Cl)nc2c1ncn2[C@H]1C[C@H](O)[C@@H](CO)O1	12	16	16	0.2	4	21	1.0	17	-5	-4	0
COc1cc(NS(=O)(=O)c2ccc(NC(=O)c3cccs3)cc2)nc(OC)n1	12	5	-4	-0.1	-1	-29	0.7	4	-3	?	12
Cc1ccc(C(=O)COc2ccccc2-c2ccccc2)cc1C	3	-9	18	0.3	-5	-10	0.8	-1	-4	-3	1
C#CCNC(=O)C1=C[C@H](C2CC2)C[C@H](OCCCCO)O1	-3	8	4	0.1	0	-11	-2.8	-13	-5	4	8
N#CCCn1nc(-c2ccccc2)c2ccccc2c1=O	19	16	1	0.0	4	7	-0.4	23	-2	1	-7
CCCNc1sc(S(=O)(=O)CCC)nc1S(=O)(=O)c1ccc(C)cc1	13	24	-1	-0.2	0	-21	0.6	-3	0	1	5
CCc1ccc(NC(=O)CCn2nc(C)c(S(=O)(=O)N3CCCCC3)c2C)cc1	10	7	9	0.5	-1	-3	-0.2	-5	-3	-12	4
COC(=O)NC(NC(=S)Nc1ccc([N+](=O)[O-])cc1)C(Cl)(Cl)Cl (stereo unspecified)	-30	34	9	0.2	4	-9	-1.2	-3	-10	0	-2
COCCNC(=O)C(OC(=O)CC1Sc2ccccc2NC1=O)c1ccncc1 (stereo unspecified)	8	3	12	-0.1	1	13	0.5	3	-6	3	1
CC(Nc1ccc(F)cc1F)C(=O)NC(=O)NC1CCCCC1 (stereo unspecified)	16	6	-3	0.2	3	-2	-1.0	-4	-4	0	0
Cc1ccc(S(=O)(=O)N(CC(=O)NCCSc2ccccn2)c2cc(C)cc(C)c2)cc1	10	29	-2	0.1	-4	-9	4.0	nt	-7	13	1

Whole records as entered above. Order of screens: HIF-2a inh, Peg3 promoter, TRPM1 prom inh, aDG glyco act, NR2E3 ag-1, NR2E3 ag-2, hiPSC survival, Vif imaging, CaV13 FRET inh, Exocytosis inh, PDI turbidity
Entry for Cc1ccc(S(=O)(=O)N(CC(=O)NCCSc2ccccn2)c2cc(C)cc(C)c2)cc1 = 10, 29, -2, 0.1, -4, -9, 4.0, nt, -7, 13, 1
Entry for CCCNc1sc(S(=O)(=O)CCC)nc1S(=O)(=O)c1ccc(C)cc1 = 13, 24, -1, -0.2, 0, -21, 0.6, -3, 0, 1, 5
Entry for CCc1nccn1S(=O)(=O)c1cc(OC)c(Cl)cc1OC = 5, 6, 12, -0.1, -1, 0, -0.9, -9, -4, 1, 1

Additional entries follow:
SMILES	HIF-2a inh	Peg3 promoter	TRPM1 prom inh	aDG glyco act	NR2E3 ag-1	NR2E3 ag-2	hiPSC survival	Vif imaging	CaV13 FRET inh	Exocytosis inh	PDI turbidity
CCn1cc(C(=O)NCCCOC)c2cc(OC)c(OC)cc2c1=O	12	3	-10	-0.1	2	-7	1.9	7	-5	7	5
Cc1ccc(CN2CCN(C(=O)C3CCC3)CC2)cc1	-23	9	-2	-0.1	4	-10	2.8	10	-5	-1	5
COc1ccc2c(c1)CCc1cnoc1-2	-7	-14	-40	0.2	nt	-15	-1.2	?	-2	-10	-4
CC(=O)c1cc2c(cc1NS(=O)(=O)c1ccc(F)cc1)OCO2	14	-20	-7	0.0	0	-4	1.1	-3	0	-3	-1
O=C1CC(SCc2nc3ccccc3[nH]2)C(=O)N1c1ccc(Cl)cc1 (stereo unspecified)	4	8	-1	0.1	1	-41	-2.9	-2	0	4	6
COc1ccc(C2=NOC(C(=O)Nc3cc(C)nn3-c3ccccc3)C2)cc1OC (stereo unspecified)	12	16	nt	0.5	5	-12	1.1	18	-5	-2	nt
COc1ccc(C(C)NC(=O)c2ccncc2)cc1OC (stereo unspecified)	16	8	6	-0.1	-1	-1	0.1	nt	-7	6	2
COc1ccc(Cc2nnc(SCC(=O)NC3(C#N)CCCCC3)n2N)cc1	-2	7	2	-0.2	4	-4	0.6	1	-5	-3	9
COc1ccc(-c2ocnc2C(=O)N2CCN(C(=O)C(c3ccccc3)c3ccccc3)CC2)cc1	11	9	nt	0.1	0	6	-0.6	-7	-3	-8	-4
S=c1[nH]nc(-c2ccccc2)n1/N=C/c1ccc(-c2ccccc2Cl)o1	0	12	6	0.1	-3	-13	0.2	3	-8	2	-1
C[C@@H](O)CNC(=O)c1[nH]cnc1C(=O)N[C@H](C)c1ccccc1	2	-2	nt	-0.1	nt	-12	-1.4	nt	-6	4	10
O=C(O)CCNc1ccc2c(c1)OCCO2	-7	-5	-3	0.5	1	18	-2.0	nt	-7	2	12
CC(C)(C)c1ccc(-n2ncc3c2CCCC3NC(=O)c2cnccn2)cc1 (stereo unspecified)	-87	-58	6	1.6	0	89*	-0.6	-9	-17	?	0
COc1ccc2oc(/C=C/N(C)C)c(C(=O)c3ccc(Cl)cc3)c2c1	14	8	18	0.0	1	-13	0.2	4	-7	-1	3
COc1cc(OC)cc(C(=O)NC(=S)Nc2ccc3c4c(cccc24)CC3)c1	-5	13	-8	-0.4	-2	-22	2.2	nt	nt	-2	-5
N#Cc1ccc(CSc2nnc(Cc3cccs3)n2Cc2ccco2)cc1	16	-2	4	-0.1	3	-7	-0.6	-16	nt	-1	-1
CN(C)/C=C1\C(=O)ON=C1c1ccccc1	14	15	0	-0.1	0	-10	-0.3	-2	-1	0	10
CCc1ccc(NC(=O)C2CCCN(S(=O)(=O)c3c(C)[nH]c(=O)[nH]c3=O)C2)cc1 (stereo unspecified)	6	9	0	-0.1	6	14	-0.1	1	-4	-2	-2
CCCN1CCCc2ccccc21	-5	1	0	0.0	0	9	5.7	0	-9	-5	2
Cc1ccc(-c2nnc(-c3cccc4ccccc34)o2)cc1	-218	-312	-43	-0.3	nt	-39	-2.5	-8	-5	35	-5
COc1ccccc1-c1nnc2sc(-c3ccc(N(C)C)cc3)nn12	-15	-51	45	-0.1	2	32	0.3	37	-4	-7	-13
COc1ccc2occ(C(C)=O)c2c1	-1	1	1	0.5	-3	17	1.3	-10	-5	13	1
CCOC(=O)c1sc(C)c2c(=O)n(Cc3ccc(Cl)cc3)c(C)nc12	15	17	6	0.2	2	-30	7.7	-7	-8	1	-2
O=C(CSc1nnnn1-c1ccc(F)cc1)Nc1ccccc1F	-1	12	0	-0.2	nt	-2	0.1	0	3	-23	-4
CC(C)C(NC(=O)c1ccccc1F)C(=O)Nc1nccs1 (stereo unspecified)	14	8	-3	-0.2	0	8	-0.9	-2	-6	-2	11
CN(C)C(=O)c1ccc(NC(=O)COC(=O)CCN=C2NS(=O)(=O)c3ccccc32)cc1	20	10	-14	-0.3	nt	10	-0.6	14	-6	3	0
O=C(COc1ccccc1F)Nc1ccc2[nH]c(=O)[nH]c2c1	-24	7	24	-0.1	-1	21	0.5	2	-6	-13	1
C/C=C/c1ccc(OCCCCN2C(=O)NC(C)(C)C2=O)c(OC)c1	-12	-14	6	0.1	3	1	4.9	-4	-7	2	-3
Cc1ccc(NC(=O)CSc2nn(-c3ccccc3)c(=S)s2)cc1S(=O)(=O)N(C)C	20	11	20	2.9	-4	-18	-1.7	-6	-4	5	11
O=C(C1CCN(S(=O)(=O)c2cccc3nonc23)CC1)N1CCCCC1	14	-1	4	0.1	1	11	-0.6	14	-7	0	-7
N=c1c(C(=O)NCc2ccc(F)cc2)cc2c(=O)n3ccccc3nc2n1CC1CCCO1 (stereo unspecified)	17	8	14	0.2	3	-22	0.3	-15	nt	4	?
COc1ccc2[nH]c(CN3CCN(CC(C)C)C(CCO)C3)c(C)c2c1 (stereo unspecified)	1	7	11	0.0	1	-20	-0.4	1	-5	-1	4
O=C1NCCCC1C(=O)N1CCN(C(=O)c2ccco2)CC1 (stereo unspecified)	3	-57	6	0.1	-5	3	2.6	-9	-7	1	-3
O=C(CN1C(=O)c2ccccc2C1=O)Nc1ccccc1	10	17	-5	0.4	3	10	-0.4	14	-19	-6	8
CNC(C)C#Cc1ccc2c(=O)c3cc(C)c(C)cc3oc2c1 (stereo unspecified)	-65	-176	-26	0.1	2	-137	-3.0	-4	-5	-1	-2
C/C(=N\NC(=S)Nc1ccc(C)c(C)c1)c1ccc(N2CCOCC2)cc1	-21	-38	-3	0.8	4	5	3.6	-15	-3	17	1
CC(C)CC(=O)/C=C/n1c(=S)oc2ccccc21	91*	107*	76*	-0.4	1	-18	12	14	-16	2	3
CC(=O)Nc1ccc(S(=O)(=O)CC(=O)CS(=O)(=O)c2ccc(NC(C)=O)cc2)cc1	16	4	nt	0.2	nt	11	0.4	2	-6	2	10
C/C(=N/NC(=O)CCc1c(C)n[nH]c1C)c1cccc([N+](=O)[O-])c1	15	14	7	0.0	0	3	0.4	30	-4	-2	-3
CC1(C(=O)NS(=O)(=O)Cc2ccccc2)CCN1C(=O)C/C=C/c1ccccc1 (stereo unspecified)	15	1	nt	-0.3	nt	-11	-0.7	-8	-5	16	11
Cc1ccc(NC(=O)CN2C(=O)N/C(=C/c3ccccc3OCc3cccc(C(=O)O)c3)C2=O)cc1	-117	-169	-55	-0.2	2	-42	-0.2	8	-7	5	-7
CC(C)C1C(=O)N(Cc2cn(CCC3OCCCO3)nn2)CCS(=O)(=O)N1Cc1ccc(-c2cccc(CO)c2)cc1 (stereo unspecified)	8	19	nt	0.1	nt	-5	-1.4	1	-7	-3	2
CN(C)CCOC1c2ccccc2-c2ccccc21	7	-7	3	-0.1	-2	-19	6.0	-7	-4	-2	0
COc1ccc(C(C)=O)cc1CN1C(=O)NC2(CCCC2)C1=O	18	5	-8	-0.3	0	12	-0.1	6	-7	-6	4
O=C(C[n+]1ccccc1)N/N=C/c1cccs1	12	13	-5	-0.2	-1	3	4.0	3	-3	5	-3
COCCCNC(=O)[C@H]1N2C(=O)c3ccccc3C2SC1(C)C (stereo partly specified)	4	3	-4	-0.1	-5	-6	-0.5	-12	-4	3	0
Cc1cc(NC(=O)COc2cccc(Oc3ccccc3)c2)no1	10	16	24	-0.3	0	-14	-5.8	-1	nt	7	-1
O=C(CSc1nc2ccccc2c(=O)n1Cc1ccco1)N1CCCCCC1	-5	21	9	0.2	2	-24	0.9	-4	-6	1	2

Outcome played no part in choosing rows. About 3.5% of those tested had a hit in this group.
